# Assay outcomes (PubChem BioAssay)
# L929 necroptosis = inhibitors of zVAD-triggered necroptosis, primary screen, L929 cells; viability rescue, % at 10 µM; 220,000 tested, 0.38% active; L929 zVAD necroptosis rescue, ATP luminescence, 24 h; with zVAD 60 µM;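 active means activation, scaled between plate controls, above about 75%, limit read from the data; inactive means activation under that limit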;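 further: 0% = zVAD with DMSO and 100% = DMSO alone without zVAD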
# TNF death inh = inhibitors of TNF-alpha triggered necroptosis, primary screen, cell-based, Jurkat FADD-/-, single concentration; Jurkat FADD-/- TNF necroptosis rescue, ATP luminescence, 24 h; 0 = TNF only, 100 = no-TNF cells; activation (protection from cell death), % at 10 µM; 220,000 tested, 0.068% active;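 active means activation, meaning protection from cell death, of at least 50% relative to plate controls; inactive means activation below 50%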;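 further: necroptosis triggered by 40 ng/mL TNF-alpha added together with compound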
# FXIa inh = human FXIa protease inhibitors, primary screen, biochemical, 1536-well; purified FXIa, Boc-Glu-Ala-Arg-AMC fluorogenic substrate; inhibition, % at 5 µM; 220,000 tested, 0.14% active; AID 798, 2007;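 active means inhibition of at least 40%; inactive means inhibition below 40%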;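 further: fluorescence of freed AMC excited at 355 nm; 0% = enzyme without compound and 100% = no enzyme blank; many of its hits are not listed in these tables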
# FXIIa inh 1536 = human FXIIa protease inhibitors, primary screen, biochemical, 1536-well. Coagulation factor XII (Homo sapiens), P00748. purified FXIIa, Boc-QGR-AMC fluorogenic substrate, 2 h. inhibition, % at 5 µM. 220,000 tested, 0.3% active. AID 800, 2007; in the data active means inhibition above about 40%;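 further: 0% = enzyme with no compound and 100% = blank without enzyme; many of its hits are not listed in these tables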
# Cl transport mod = KCC2 cotransporter modulators, thallium flux, primary screen, cell-based, HEK293 KCC2, FluoZin-2 fluorescence, MLSMR; KCC2 cells, thallium flux FluoZin-2 fluorescence; B-score of Tl+ flux slope (higher = more flux/activation; lower = inhibition) at 10 µM; Solute carrier family 12 member 5 (Homo sapiens), Q9H2X9; 190,000 tested, 2.2% active; AID 1456, 2008;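 active means thallium flux slope and its plate-corrected score both differing from the plate sample mean at a set confidence after two filtering rounds, in either direction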;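 further: slope of fluorescence scaled to starting intensity during 10 to 20 s after thallium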
# KLK5 inh = human KLK5 protease inhibitors, primary screen, biochemical, 1536-well; inhibition, % at 5 µM; Kallikrein-5 (Homo sapiens), Q9Y337; recombinant hK5, fluorogenic AMC substrate cleavage; 210,000 tested, 0.59% active;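 active means inhibition of 40% or more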;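 further: 0% = enzyme controls without compound and 100% = no-enzyme blanks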
# Target sequence (Q9Y337 67-293 limits assumed): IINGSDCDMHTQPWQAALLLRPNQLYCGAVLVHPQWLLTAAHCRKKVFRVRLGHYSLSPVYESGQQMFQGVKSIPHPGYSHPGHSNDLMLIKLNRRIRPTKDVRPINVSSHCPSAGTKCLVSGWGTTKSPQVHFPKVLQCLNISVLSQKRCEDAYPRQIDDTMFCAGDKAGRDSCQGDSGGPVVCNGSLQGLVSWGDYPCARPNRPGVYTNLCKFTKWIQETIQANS
# Hck Nef HTS = inhibitors of Nef-activated human Hck kinase, primary screen, biochemical, Z-Lyte FRET, 384-well, Hck-YEEI. Tyrosine-protein kinase HCK (Homo sapiens), P08631. Recombinant Hck-YEEI plus Nef, Z-Lyte FRET kinase assay. inhibition, % at 20 µM. 220,000 tested, 0.68% active. AID 463187, 2010;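 active means Hck-Nef kinase inhibition above about 50%, limit read from the data; inactive means inhibition below that limit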;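 further: 0% = DMSO with Hck plus Nef and 100% = Hck alone without Nef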
# Target sequence (P08631 whole entry, looked up): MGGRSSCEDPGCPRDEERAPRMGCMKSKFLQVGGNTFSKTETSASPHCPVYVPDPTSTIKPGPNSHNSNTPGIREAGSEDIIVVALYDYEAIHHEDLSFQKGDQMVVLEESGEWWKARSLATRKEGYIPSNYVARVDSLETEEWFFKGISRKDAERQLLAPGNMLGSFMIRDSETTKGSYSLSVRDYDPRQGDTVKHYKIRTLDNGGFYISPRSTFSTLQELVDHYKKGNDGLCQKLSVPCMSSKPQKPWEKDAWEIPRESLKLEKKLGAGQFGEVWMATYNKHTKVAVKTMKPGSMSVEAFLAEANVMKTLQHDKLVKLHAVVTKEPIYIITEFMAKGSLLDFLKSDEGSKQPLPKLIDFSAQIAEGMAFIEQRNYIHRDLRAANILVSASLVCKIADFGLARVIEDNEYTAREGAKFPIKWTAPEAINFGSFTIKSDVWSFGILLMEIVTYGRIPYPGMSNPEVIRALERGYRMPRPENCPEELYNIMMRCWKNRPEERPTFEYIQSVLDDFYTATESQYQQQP
# Rad51 HR inh = human RAD51 strand exchange inhibitors, primary screen, biochemical, fluorescence; DNA repair protein RAD51 homolog 1 (Homo sapiens), Q06609; hRad51 DNA strand exchange, fluorescence dequenching; inhibition, % at 10 µM; 200,000 tested, 0.085% active; AID 1385, 2008;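 active means inhibition above 40% at the single screening dose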;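 further: 0% = DMSO control wells and 100% = blanks with heterologous ssDNA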
# Target sequence (Q06609 whole entry, looked up): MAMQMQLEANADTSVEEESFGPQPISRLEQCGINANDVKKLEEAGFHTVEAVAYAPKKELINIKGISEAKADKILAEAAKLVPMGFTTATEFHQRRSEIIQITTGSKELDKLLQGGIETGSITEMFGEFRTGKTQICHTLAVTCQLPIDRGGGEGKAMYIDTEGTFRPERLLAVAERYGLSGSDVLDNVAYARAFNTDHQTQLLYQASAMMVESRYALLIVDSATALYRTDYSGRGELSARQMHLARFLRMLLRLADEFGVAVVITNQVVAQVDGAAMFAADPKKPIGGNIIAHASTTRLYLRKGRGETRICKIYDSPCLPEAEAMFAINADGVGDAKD
#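 Read-out basis: percent inhibition relative to plate controls and blanks / Assay system: human Rad51 nucleoprotein filaments preassembled on unlabelled ssDNA / Timing: filaments 15 min 37 °C, then compound 30 min / Control set: per-plate controls and blanks / Technique: fluorescence dequenching at 485/520 nm / Compound: 10 µM final, single point / Also added: Fluorescein- and BHQ1-tagged 47-mer duplex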
# thrombin 1536 = human alpha-thrombin inhibitors, primary screen, counter-screen for coagulation protease inhibitor project, biochemical, 1536-well, fluorogenic AMC substrate. Boc-VPR-AMC fluorogenic substrate cleavage. inhibition, % at 5 µM. 220,000 tested, 0.26% active. AID 1046, 2008;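 active means inhibition at or above 40%; inactive means inhibition below 40%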;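 further: 0% = enzyme with no compound and 100% = wells without enzyme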
#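 Material: human alpha-thrombin enzyme / Medium: pH 7.5 Tris (50 mM) with NaCl 150 mM, Tween 20 0.05% / Compound: single-point dosing at 5 µM, 0.2% DMSO / Incubation: enzyme reaction carried out at room temperature / Detection: AMC fluorescence, 355/460 nm / Read-out basis: percent inhibition scaled between no-compound controls and no-enzyme blanks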
# Active calls of the source: *; · = no result given; & = joins results of further samples. Not all compounds are listed; rates above refer to the full screens.
nr	mol	L929 necroptosis	TNF death inh	FXIa inh	FXIIa inh 1536	Cl transport mod
1	CCCCCCNS(=O)(=O)c1ccccc1Br	1.1	0.5	1	9	-0.53
2	O=C(CCCN1C(=O)c2ccccc2C1=O)Nc1ccccc1C(=O)N1CCOCC1	0.0	-0.6	3	5	1
3	OCCNC(=S)Nc1ccc2c(c1)OCCO2	0.1	0.1	-1	-1	0.23
4	C#CCOCCOCCOCCNc1nc(N2CCN(C(=O)[C@H](CCCCN)n3cc(CCCC)nn3)CC2)nc(N2CCN(C(=O)[C@H](Cc3ccc(O)cc3)n3cc(CCO)nn3)CC2)n1	6.3	2.0	-1	7	1.4
5	CCOc1ccc(/C=C(/NC(=O)c2ccccc2)C(=O)NCCC(=O)O)cc1	5.3	0.7	-5	7	-0.19
6	CC(=O)c1c(C)[nH]c(C(=O)OCc2ccccc2F)c1C	0.1	-1.1	-12	-1	0.19
7	CC1(C)CC(O)CC(C)(C)N1CC(O)COCCOc1ccc(Br)cc1 (stereo unspecified)	0.0	-1.6	5	20	0.58
8	O=C(N[C@@H](Cc1c[nH]c2ccccc12)C(=O)O)c1ccccc1Cl	-3.8	0.3	29	24	-0.061
9	O=C(CSc1ccc(-c2ccc(F)cc2)nn1)NCCc1ccccc1	1.0	1.0	-7	1	-0.64
10	COc1ccc2nc(SCC(=O)N3CCN(c4ccccc4F)CC3)c(C#N)cc2c1	-0.1	-0.8	·	·	-0.37
11	O=C(CCn1cccc1)NC1CCCc2ccccc21 (stereo unspecified)	1.3	0.7	3	2	·
12	CCC(=O)N(CCC1(C(C)C)CCOC(C)(C)C1)C(C)c1cccs1 (stereo unspecified)	-0.4	0.3	0	0	-0.57

nr	KLK5 inh	Hck Nef HTS	Rad51 HR inh	thrombin 1536
1	1	28	-4	1
2	11	1	2	2
3	-3	7	-23	-7
4	-13	11	·	-3
5	-3	19	2	-11
6	-9	16	-2	-23
7	-4	-1	7	2
8	28	12	-37	19
9	-19	-36	0	-4
10	·	6	·	·
11	-3	5	5	5
12	-3	5	·	-16

# Quoted at random: 4 compounds from above
nr	mol	L929 necroptosis	TNF death inh	FXIa inh	FXIIa inh 1536	Cl transport mod
6	CC(=O)c1c(C)[nH]c(C(=O)OCc2ccccc2F)c1C	0.1	-1.1	-12	-1	0.19
10	COc1ccc2nc(SCC(=O)N3CCN(c4ccccc4F)CC3)c(C#N)cc2c1	-0.1	-0.8	·	·	-0.37
2	O=C(CCCN1C(=O)c2ccccc2C1=O)Nc1ccccc1C(=O)N1CCOCC1	0.0	-0.6	3	5	1
4	C#CCOCCOCCOCCNc1nc(N2CCN(C(=O)[C@H](CCCCN)n3cc(CCCC)nn3)CC2)nc(N2CCN(C(=O)[C@H](Cc3ccc(O)cc3)n3cc(CCO)nn3)CC2)n1	6.3	2.0	-1	7	1.4

nr	KLK5 inh	Hck Nef HTS	Rad51 HR inh	thrombin 1536
6	-9	16	-2	-23
10	·	6	·	·
2	11	1	2	2
4	-13	11	·	-3

# Other results.
nr	mol	L929 necroptosis	TNF death inh	FXIa inh	FXIIa inh 1536	Cl transport mod
13	O=C(NN1C(=O)c2ccccc2NC1c1ccccn1)c1ccc([N+](=O)[O-])cc1 (stereo unspecified)	0.7	1.6	8	15	-0.39
14	COc1cc(NS(=O)(=O)c2ccc(NC(=S)NC(=O)C(C)(C)C)cc2)nc(OC)n1	-0.1	-0.5	-3	10	·
15	O=C1C=C(c2ccccc2)OC(=O)C1C(=O)c1ccccc1 (stereo unspecified)	-0.2&-0.7	-1.2&-1.8	0&4	12&16	-0.021&0.97
16	Brc1ccc(-c2nc(N/N=C/c3cccnc3)c3ccccc3n2)cc1	-4.6	-24	-9	3	0.31
17	COc1cccc(OC)c1-c1nn2c(-c3ccccc3Cl)nnc2s1	-0.4	-3.3	3	12	-1.4
18	CC(=O)C1=C(C)OC(N)=C(C#N)C1c1cccc([N+](=O)[O-])c1 (stereo unspecified)	0.3	-0.1	-1	2	-1.7
19	O=C(Cn1nnc(-c2cccc(C(F)(F)F)c2)n1)NNS(=O)(=O)c1cccc(C(F)(F)F)c1	1.3	5.9	1	4	·
20	COc1ccc2oc(-c3ccco3)cc(=O)c2c1	61	-1.1	-7	0	-0.12
21	Cc1cc(C)c(S(C)(=O)=O)c(Oc2ccc(F)cc2)n1	0.4	-1.1	2	13	-0.067
22	O=C(NCCCn1ccnc1)/C(=C\c1cccs1)NC(=O)c1ccccc1	0.3	1.8	0	6	0.11
23	NNc1nc2c(Cl)ccc(Cl)c2s1	2.6	-0.2	-2	7	-1.4
24	O=C(/C=C/c1ccc(OCc2cccc(Cl)c2)cc1)N1CCOCC1	-1.2	-0.4	2	8	0.27

nr	KLK5 inh	Hck Nef HTS	Rad51 HR inh	thrombin 1536
13	1	0	·	4
14	-23	0	0	-4
15	0&-10	-3&9	-7&9	-1
16	5	-4	2	-6
17	-13	4	-1	-4
18	2	22	1	-2
19	-2	13	7	-3
20	-11	31	18	-2
21	-39	0	·	-2
22	-6	1	0	-5
23	-19	5	-2	-4
24	-6	24	-62	-5

# The list continues.
nr	mol	L929 necroptosis	TNF death inh	FXIa inh	FXIIa inh 1536	Cl transport mod
25	CCCCC(=O)Nc1ccc(C(=O)NCCCn2ccnc2)cc1	-0.1	-2.4	4	22	·
26	CCC(C)NS(=O)(=O)c1ccc(OCC(=O)N2CCC(C)CC2)cc1 (stereo unspecified)	-0.5	-0.8	5	9	-0.58
27	CC1(Cc2ccc3c(c2)OCO3)NC(=O)NC1=O (stereo unspecified)	102*	17	4	-8	0.36
28	O=C(c1c[nH]c2ccc(S(=O)(=O)N3CCC4(CC3)OCCO4)cc2c1=O)N1CCOCC1	1.5	-1.2	4	15	0.016
29	Cc1ccc(C(=O)C(OC(=O)CN2C(=O)c3ccccc3C2=O)c2ccccc2)cc1 (stereo unspecified)	-0.1	-1.0	4	10	0.78
30	Cc1[nH]c2ccccc2c1CCC(N)=O	0.6	0.6	7	16	0.17
31	CCCN1C(=O)/C(=C\C=C2/Sc3ccccc3N2CCO)SC1=S	-0.3	-2.8	8	5	·
32	Cn1c(=O)c2c(ncn2CC(=O)Nc2nc(-c3ccccc3Cl)cs2)n(C)c1=O	1.9	1.1	9	14	-0.72
33	Cc1nc2ccccc2c(=O)n1NC(=O)/C=C/c1ccccc1	2.3	2.7	1	6	-1.3
34	Cc1cccc(C)c1NC(=O)COC(=O)CCc1ccc(S(=O)(=O)N2CCCCC2)cc1	-0.6	0.8	6	5	·
35	CSC1=NCCN1C(=O)c1ccc(S(=O)(=O)N(C)C)cc1	0.9	0.8	2	11	1.3
36	O=C1CCC(=O)N1c1ccc(S(=O)(=O)N2CCCC2)cc1	8.3	-0.2	1	8	0.88

nr	KLK5 inh	Hck Nef HTS	Rad51 HR inh	thrombin 1536
25	-4	0	1	5
26	-7	-11	-6	0
27	-11	1	-5	2
28	-37	0	-1	4
29	-6	0	-1	-3
30	-8	5	-1	1
31	-4	27	9	1
32	-4	-1	0	1
33	-24	2	5	-4
34	-3	-3	-3	-5
35	2	1	4	-2
36	4	20	-7	-8

# The closing 2 entries of the section above lead into the next:
nr	mol	L929 necroptosis	TNF death inh	FXIa inh	FXIIa inh 1536	Cl transport mod
35	CSC1=NCCN1C(=O)c1ccc(S(=O)(=O)N(C)C)cc1	0.9	0.8	2	11	1.3
36	O=C1CCC(=O)N1c1ccc(S(=O)(=O)N2CCCC2)cc1	8.3	-0.2	1	8	0.88
37	COCCCNC(=O)c1sc2ncn(CC(=O)Nc3ccc(C)c(Cl)c3)c(=O)c2c1C	1.0	2.7	-4	-2	-0.0018
38	O=C1c2ccccc2C2=Nc3ccccc3SC(c3cccc(F)c3)C12 (stereo unspecified)	0.8	-5.2	-10	9	-0.69
39	Cc1ccc(NC(=O)CCC(=O)N/N=C/c2cccs2)cc1C	0.7	1.0	2	11	-0.091
40	Cc1ccc(N(CCC(=O)O)S(=O)(=O)c2ccc(C)cc2)cc1	0.6	1.1	-3	4	0.53
41	CCN(CC)CCNC(=S)Nc1ccc2nc3n(c(=O)c2c1)CCCCC3	4.9	0.9	-2	8	·
42	O=C(NC1=C(Nc2ccc(F)cc2)C(=O)c2ccccc2C1=O)c1ccc(Cl)cc1	1.9	-1.8	11	13	0.16
43	CC(C)N1C(=O)S/C(=C/c2ccccc2OCc2ccc(C(=O)O)cc2)C1=O	55	3.1	2	-1	-4.7*
44	CCN1CCN(C(c2cccs2)C(C)NC(=O)c2ccccc2OC)CC1 (stereo unspecified)	-1.5	2.8	-2	5	0.54
45	Cc1ccnc(NC2(C(F)(F)F)N=C3SCCN3C2=O)c1 (stereo unspecified)	0.7	0.4	-4	4	-1.2
46	CC(C)CNC(=O)CN1C(=O)NC(Cc2c[nH]c3ccccc23)C1=O (stereo unspecified)	1.1	0.8	4	8	-0.71
47	COc1ccc(/C=N/NC(=O)CCOc2ccccc2C)cc1OC	0.6	-0.6	6	18	·
48	O=C(c1cccc(C(F)(F)F)c1)N1CCC(O)(CS(=O)(=O)Cc2ccccc2)CC1	0.0	-1.1	0	-6	·

nr	KLK5 inh	Hck Nef HTS	Rad51 HR inh	thrombin 1536
35	2	1	4	-2
36	4	20	-7	-8
37	-3	14	·	3
38	-8	0	10	-1
39	-8	3	0	-2
40	-14	5	·	-13
41	1	20	2	-3
42	-5	6	-38	2
43	-2	15	-8	-7
44	-2	-4	-3	-2
45	-8	20	28	0
46	7	25	9	-8
47	-12	5	23	5
48	5	1	-10	0

# (list continues)
nr	mol	L929 necroptosis	TNF death inh	FXIa inh	FXIIa inh 1536	Cl transport mod
49	COC(=O)c1c(NC(=O)CSc2nc3ccccc3c(=O)n2Cc2ccco2)sc(C)c1C	2.5	4.3	3	12	-0.11
50	COC(=O)CC1C(=O)NC(C)=C1C(=O)OC (stereo unspecified)	-0.7	2.6	2	3	-0.52
51	COc1ccc(CN(CCC#N)CCC2(c3ccccc3)CC(C)N(C)CC2C)cc1OC (stereo unspecified)	-0.6	2.7	0	5	-1.2
52	O=C(CN(C(=O)Cn1nnc(-c2ccccc2F)n1)c1cnc2ccccc2c1)NCC1CCCO1 (stereo unspecified)	1.0	2.2	-3	3	-0.15
53	CCOC(=O)c1c(NC(=O)COC(=O)c2ccc(O)cc2)sc(C(=O)N(C)C)c1C	2.4	2.0	-2	5	-0.48
54	CCC(=O)Nc1nnc(Sc2ccc(N(C)C)cc2)s1	-0.1	-3.2	1	7	-0.05

nr	KLK5 inh	Hck Nef HTS	Rad51 HR inh	thrombin 1536
49	-5	14	-6	-1
50	-7	-20	-2	-7
51	2	17	7	-1
52	-11	2	2	3
53	-2	-2	-2	-9
54	-11	3	·	0
